TRPML3 agonist: agonists of human TRPML3 channel; Q8TDD5; HEK293 TRPML3-YFP, Fluo-8 calcium fluorescence; 100% = the carbachol control signal; activation, % at 3 µM; 220,000 compounds, 0.29% hits;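 active = activation above its plate's cutoff, the mean activation of the plate's test wells plus 3 SD, cut at about 12% in these data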;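 note: 0% = DMSO only wells and 100% = carbachol wells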
Target sequence (Q8TDD5 whole entry, looked up): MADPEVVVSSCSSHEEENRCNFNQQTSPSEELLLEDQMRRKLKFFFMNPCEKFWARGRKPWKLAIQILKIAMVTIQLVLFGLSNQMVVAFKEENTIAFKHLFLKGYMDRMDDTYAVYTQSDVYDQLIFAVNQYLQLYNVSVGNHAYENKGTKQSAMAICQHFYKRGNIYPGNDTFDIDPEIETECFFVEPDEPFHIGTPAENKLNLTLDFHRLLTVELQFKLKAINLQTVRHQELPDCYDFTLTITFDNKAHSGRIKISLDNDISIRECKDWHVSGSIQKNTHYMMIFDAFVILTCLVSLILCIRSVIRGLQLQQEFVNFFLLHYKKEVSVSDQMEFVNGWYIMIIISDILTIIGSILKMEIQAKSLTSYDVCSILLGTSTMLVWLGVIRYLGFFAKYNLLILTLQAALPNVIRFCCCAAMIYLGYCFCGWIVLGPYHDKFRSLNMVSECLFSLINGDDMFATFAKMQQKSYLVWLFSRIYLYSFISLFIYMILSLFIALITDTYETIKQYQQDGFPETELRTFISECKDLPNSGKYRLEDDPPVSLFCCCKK
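Material: HEK293 cells stably carrying human TRPML3-YFP; compound dosing: single dose, 3 µM final nominal compound, 0.3% DMSO final; incubation: 1-h 37 °C dye load, 5-s basal, 120-s post-compound reads; technique: Fluo-8 intracellular calcium fluorescence, excitation 470-495 nm, emission 515-575 nm; read-out basis: percent activation from peak-to-basal fluorescence ratio, scaled between DMSO and carbachol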
EP2 modulator: EP2 receptor (human) modulation | EP2-expressing cells, cAMP HTRF FRET, PGE2 co-stimulation | induction, % at 25 µM | P43116 | 260,000 compounds, 0.83% hits | AID 940;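 active = compounds whose cAMP rise, as percent of the full-agonist control response, exceeds 60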;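 note: rat C6 glioma line stably carrying human EP2 under a CMV promoter; the protocol text gives 20 µM as final concentration; 100% = response of wells given 1 µM PGE2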
S1P4 ag: agonists of human S1P4 receptor | O95977 | S1P4-expressing cell line, agonist reporter assay | activation, % at 4.98 µM | 220,000 compounds, 0.35% hits; in the data active = activation above about 11%;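 note: 0% = DMSO vehicle and 100% = reference agonist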
NPY Y1 blocker: blocks the human neuropeptide Y Y1 receptor. HEK293-CNG Y1 cells, membrane potential fluorescence; NPY at EC95, then isoproterenol. 200,000 compounds, 1% hits. inhibition, % at 3.6 µM. AID 1040. P25929;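 active = inhibition above the campaign mean inhibition of all tested compounds plus 3 SD, cut at about 20% in these data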;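 note: 0% = DMSO wells given NPY plus isoproterenol and 100% = isoproterenol alone without NPY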
Target sequence (P25929 whole entry, looked up): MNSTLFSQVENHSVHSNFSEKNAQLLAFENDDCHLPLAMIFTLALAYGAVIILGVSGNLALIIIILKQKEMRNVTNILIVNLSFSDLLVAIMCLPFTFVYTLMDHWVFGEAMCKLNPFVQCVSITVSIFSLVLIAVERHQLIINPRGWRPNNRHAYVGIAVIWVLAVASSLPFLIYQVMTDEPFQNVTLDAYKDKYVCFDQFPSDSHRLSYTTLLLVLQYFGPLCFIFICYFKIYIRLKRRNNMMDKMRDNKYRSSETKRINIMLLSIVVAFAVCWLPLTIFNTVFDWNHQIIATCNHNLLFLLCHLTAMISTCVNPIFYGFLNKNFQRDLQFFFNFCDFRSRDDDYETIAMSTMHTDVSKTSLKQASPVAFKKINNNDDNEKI
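Material: Y1- and CNG-channel-expressing HEK293 cells / Probe or stimulus: NPY 25 nM then isoproterenol 1 µM plus Ro 20-1724 25 µM / Doses: 3.6 µM single dose, DMSO 0.4% / Schedule: compound incubation 1 h at room temperature, readout 45 min post-stimulation / Signal: membrane potential fluorescence / Benchmarks: isoproterenol-only wells as full block versus NPY-plus-isoproterenol wells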
NPY2 pot ag: potentiates or activates human NPY-Y2 receptor. P49146. cells expressing NPY-Y2, potentiator/agonist read-out. activation, % at 3.6 µM. 220,000 compounds, 0.45% hits. AID 1359; in the data active = activation above about 27%;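 note: cells stimulated with NPY near EC25 plus isoproterenol at EC100; 0% = vehicle plus submaximal agonist and 100% = vehicle plus saturating agonist; some results beyond the cut were filed as inactive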
TRPN1 ag: activates the zebrafish TRPN1 channel. HEK293 zebrafish TRPN1-YFP, Fluo-8 calcium fluorescence; 100% = response to 87 µM carbachol. activation, % at 3 µM. 220,000 compounds, 0.18% hits;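 active = activation above its plate's cutoff, the mean activation of test wells on that plate plus 3 SD, cut at about 19% in these data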;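 note: 0% = DMSO alone and 100% = 87 µM carbachol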
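Control set: carbachol 87 µM as high control, DMSO as low control; system: HEK293 stable line with zebrafish TRPN1-YFP; read-out: % activation versus carbachol response; detection: intracellular calcium fluorescence with Fluo-8; doses: single test compound dose, 3 µM nominal, 0.3% DMSO; schedule: dye 1 h 37 °C plus 30 min RT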
NPY-Y1 PAM-ag: potentiates or activates human NPY-Y1 receptor | P25929 | NPY-Y1 expressing cells, potentiator/agonist activation | activation, % at 3.6 µM | 220,000 compounds, 0.37% hits | AID 1304; in the data active = activation above about 33%, passing the limit was not always enough;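 note: cells stimulated with NPY at EC10 then isoproterenol at EC100; 0% = low agonist plus stimulus and 100% = saturating agonist plus stimulus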
S1P4 antag: blocks the human S1P4 receptor; inhibition, % at 4.98 µM; S1P4-expressing cells, antagonist mode, reporter read-out; 220,000 compounds, 0.26% hits; in the data active = inhibition above about 29%;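 note: 0% = wells stimulated with agonist and 100% = vehicle wells without agonist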
CHOP inhibitor: blocks CHOP induction under ER stress. CHO-K1 CHOP-promoter luciferase, tunicamycin-induced, 15-18 h. inhibition, % at 10 µM. 220,000 compounds, 3.8% hits;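 active = compounds that reduced the stress-induced luciferase reporter signal by more than about 70% of percent inhibition, limit read from the data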;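 note: 0% = tunicamycin plus vehicle and 100% = wells without tunicamycin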
Starred values were filed as active, the others as inactive; x = not tested or not shown.

SMILES | TRPML3 agonist | EP2 modulator | S1P4 ag | NPY Y1 blocker | NPY2 pot ag | TRPN1 ag | NPY-Y1 PAM-ag | S1P4 antag | CHOP inhibitor
C=CCNC(=O)CN(c1ccc(F)c(Cl)c1)S(C)(=O)=O | 0.2 | 21 | 0.9 | -1 | -6 | -0.7 | -1 | -27 | 79*
O=C(Nc1ccc(Cl)cc1)N(Cc1cccnc1)Cc1ccco1 | -0.5 | 4 | -0.6 | 8 | -5 | -0.6 | 18 | -2 | 64
CC(=O)Nc1cc(C(=O)OCC(=O)c2ccccc2)ccc1C | 0.5 | -6 | 1.3 | -2 | 4 | 0.0 | -17 | -21 | 8
O=C(NC(=S)Nc1ccc(S(=O)(=O)N2CCOCC2)cc1)c1ccccc1[N+](=O)[O-] | 0.3 | -43 | 2.4 | 2 | 10 | 3.3 | -4 | -23 | 9
CC(=O)Nc1ccc(S(=O)(=O)Nc2nc(CN3CCOCC3)nc3sc4c(c23)CCCC4)cc1 | 0.8 | -20 | -0.5 | 4 | 3 | -0.5 | -57 | -28 | -3
CCCOc1ncnc2c1[nH]c1ccccc12 | 2.5 | -17 | 1.2 | -6 | -13 | 6.0 | 10 | -15 | 72*
c1ccc(-c2noc(CN3CCN(C(c4ccccc4)c4ccccc4)CC3)n2)cc1 | 1.2 | 57 | 0.0 | -3 | -1 | -0.6 | -9 | -25 | 40
CCn1c(SCC(=O)N2CCc3ccccc32)nnc1-c1ccncc1 | -0.1 | 11 | 0.5 | 0 | 14 | 0.1 | 0 | -8 | 12
Cc1ccc(C(=O)C2=C(O)C(=O)N(CCN3CCOCC3)C2c2ccccn2)o1 (configuration not stated) | 1.1 | 13 | 2.2 | 0 | 2 | 0.8 | -3 | 1 | -35
Cn1nc(C(=O)NC2CCCc3ccccc32)ccc1=O (configuration not stated) | 0.8 | 18 | 0.9 | -4 | -1 | 0.9 | -6 | -17 | 8
CCC(C)NC(=O)c1ccccc1-c1ccccc1C(=O)NC(C)CC (configuration not stated) | 0.1 | 35 | -0.9 | 4 | -12 | -1.1 | -6 | -8 | -14
Cc1ccc(C(=O)COC(=O)CCC(=O)Nc2cccc(Cl)c2)cc1[N+](=O)[O-] | 0.1 | -10 | -0.1 | -4 | -5 | -0.8 | 9 | 6 | 9
CCOC(=O)CN1C(=O)C(O)(c2c(C)[nH]c3ccccc23)c2ccccc21 (configuration not stated) | 1.1 | -1 | -2.8 | -12 | 15 | 1.6 | 9 | -38 | 47
Cn1cc(C(=O)c2ccc(Cl)cc2Cl)cc1C(=O)N/N=C(\N)COc1ccc(F)cc1 | -0.2 | -3 | -0.5 | -8 | -3 | 2.4 | 7 | -17 | 42
CC12CN(NC(=O)c3ccc(Cl)cc3)C3(C#N)CC1CCC23C (configuration not stated) | -0.8 | -26 | -1.5 | 7 | 1 | -2.3 | 19 | -19 | 5
O=C(Nc1cccc(Cl)c1)N1CCN(C/C=C/c2ccccc2)CC1 | 0.7 | -61 | -0.5 | 1 | 9 | 1.0 | -22 | -4 | -3
OCCC1CN(Cc2cccc(-n3cccn3)c2)CCN1Cc1ccccc1 (configuration not stated) | 1.0 | -8 | -0.8 | 2 | 10 | 0.2 | -1 | -12 | 18
Cc1cccc(NC(=O)CCSc2ccccc2)c1C | -0.5 | -30 | -0.9 | 1 | -2 | -2.7 | 5 | 7 | -2
Cn1c(SCC(=O)Nc2ccc(Cl)cc2)nc(O)cc1=O | 1.0 | 21 | 0.6 | x | 6 | 0.9 | 1 | -4 | -4
Cn1c(=O)c2c(nc(CN3CCc4ccccc4C3)n2Cc2ccccc2)n(C)c1=O | -1.0 | 46 | -0.5 | 3 | 13 | -1.1 | -7 | -18 | 20
CC(=O)N1CCN(S(=O)(=O)c2ccc(F)c(Cl)c2)CC1 | 0.6 | 2 | -0.3 | 9 | -4 | 0.4 | -6 | -10 | 11
O=C(CSc1nc2sc3c(c2c(=O)[nH]1)CCCC3)NCCO | 0.2 | 19 | 0.7 | 1 | -5 | 1.1 | -2 | -6 | 9
CCCCN1CC2([N+](=O)[O-])C=CC(=O)C([N+](=O)[O-])(C1)C2CC(=O)c1ccccc1 (configuration not stated) | 1.2 | -5 | -1.1 | -5 | -4 | 1.9 | 12 | 0 | 6
Nc1ccc(NC2C[C@@H](C(=O)O)NC2=O)cc1 (some centres not stated) | 0.6 | 10 | 0.5 | 2 | -5 | -0.1 | -1 | 9 | 20

Among those listed so far, three contain an NH in an aromatic ring.
SMILES | TRPML3 agonist | EP2 modulator | S1P4 ag | NPY Y1 blocker | NPY2 pot ag | TRPN1 ag | NPY-Y1 PAM-ag | S1P4 antag | CHOP inhibitor
CCCOc1ncnc2c1[nH]c1ccccc12 | 2.5 | -17 | 1.2 | -6 | -13 | 6.0 | 10 | -15 | 72*
CCOC(=O)CN1C(=O)C(O)(c2c(C)[nH]c3ccccc23)c2ccccc21 (configuration not stated) | 1.1 | -1 | -2.8 | -12 | 15 | 1.6 | 9 | -38 | 47
O=C(CSc1nc2sc3c(c2c(=O)[nH]1)CCCC3)NCCO | 0.2 | 19 | 0.7 | 1 | -5 | 1.1 | -2 | -6 | 9

Later entries
SMILES | TRPML3 agonist | EP2 modulator | S1P4 ag | NPY Y1 blocker | NPY2 pot ag | TRPN1 ag | NPY-Y1 PAM-ag | S1P4 antag | CHOP inhibitor
O=C(Oc1ccccc1)N1CCN(c2ccc(F)cc2)CC1 | 0.2 | -2 | 1.5 | -1 | 18 | 0.3 | 2 | -21 | 26
Cc1ccc(-n2c(O)c(C=Nc3ccc4c(c3)OCO4)c3ccccc3c2=O)cc1C | 0.3 | -4 | 1.2 | 1 | -12 | 1.7 | 13 | -20 | 16
NNC(=O)c1ccc(N2CCc3ccccc32)c([N+](=O)[O-])c1 | -0.5 | -45 | -1.2 | -3 | 18 | -0.7 | 12 | -9 | 19
Cc1occc1-c1nnc(SCC(=O)NCCc2ccccc2)n1C(C)c1ccccc1 (configuration not stated) | -0.4 | 19 | -0.3 | 3 | 3 | -0.2 | 4 | 1 | 33
COC(=O)Nc1ccc(S(=O)(=O)N2CCCC(C(=O)Nc3cccc4c3OCCO4)C2)cc1 (configuration not stated) | 0.2 | -22 | -1.5 | -5 | 4 | 0.4 | -23 | 9 | 23
N=c1c2c3c(sc2ncn1Cc1ccccc1)CCCC3 | 0.1 | -31 | -0.5 | 9 | 5 | -2.1 | -25 | -10 | 23
CC(C(=O)Nc1sc2c(c1C#N)CCCCC2)N1C(=O)c2ccccc2C1=O (configuration not stated) | 0.8 | 3 | -1.2 | 8 | 4 | 0.0 | -37 | -22 | -2
Cc1nc(CS(=O)(=O)c2ccc(Cl)cc2)sc1C(=O)O | 1.1 | -5 | 1.0 | x | 0 | 1.1 | 26 | -8 | -6
Cc1cc(C)n(-c2cccc(CN(C)Cc3nc(-c4cnccn4)no3)c2)n1 | 0.2 | -11 | -0.8 | -2 | -4 | 0.6 | 1 | 4 | 1
CC(C)NS(=O)(=O)c1ccc(OCC(=O)Nc2ccc3c(c2)OCCO3)cc1 | 0.9 | 29 | 1.6 | -4 | -1 | -0.5 | -8 | -4 | 32
Cc1ccc(C(=O)Cn2c(NCCO)nc3ccccc32)cc1 | 0.5 | 4 | -0.5 | 4 | 2 | 0.9 | 25 | -7 | 4
Cc1ccc(-c2noc(C3CCN(S(=O)(=O)c4ccc5c(c4)OCCO5)CC3)n2)o1 | 1.1 | -47 | 2.7 | -5 | 16 | 1.6 | -5 | -24 | 56
CCCCC(CC(O)COCCC)c1n[nH]c(=S)n1-c1ccccc1 (configuration not stated) | -0.2 | 9 | 2.2 | 12 | -16 | 0.0 | -2 | -23 | 13
NC(=O)CC[C@@H]1NC(=O)[C@H](CO)NC(=O)c2cc([N+](=O)[O-])cc(I)c2OCC[C@@H](C(N)=O)NC1=O | 0.6 | 13 | 1.8 | 2 | 4 | 0.3 | -2 | -22 | -3
COc1cccc(NC(=O)CSc2nnc(Cn3c(=O)sc4ccccc43)n2C)c1 | 0.5 | 25 | 1.2 | 5 | 15 | 1.1 | -10 | -14 | 33
O=C(N/N=C/C(Cl)=C/c1ccc([N+](=O)[O-])cc1)C(=O)Nc1ccccc1C(=O)O | -1.0 | -40 | 0.3 | x | 3 | 0.0 | -16 | -2 | 0
COc1ccc2nc(NC(=O)Cn3cnc4ccccc4c3=O)sc2c1 | 0.2 | -34 | 0.8 | x | 14 | 0.6 | -1 | 13 | -13
CN(C1CCCCC1)S(=O)(=O)c1ccc(-c2ccccn2)s1 | 3.5 | -10 | -1.3 | x | 2 | -0.8 | -6 | 4 | 28
COc1cc(NC(=O)c2cc(Br)cc(C)c2OC)ccc1NC(=O)C(C)C | -0.1 | 34 | 0.7 | -6 | -3 | -0.9 | 3 | -3 | 21
Cc1cn(S(=O)(=O)c2cc(Br)ccc2Br)cn1 | 0.8 | -33 | 0.4 | 0 | -18 | 0.2 | 9 | -10 | 32
COc1ccc2c(c1)O[C@H](c1ccc3c(c1)OCO3)[C@@H](OC(=O)N[C@H](C)C1CCCCC1)C2=O | 0.0 | 0 | 1.1 | 3 | -12 | 0.5 | -8 | -7 | 33
Cc1nn(Cc2ccc(F)cc2)c(C)c1NC(=O)c1cc(-c2ccc3c(c2)OCO3)on1 | 0.6 | -39 | -0.3 | -1 | 1 | 0.0 | -6 | -4 | 32
CC1CCCN(C(=O)C(C)Nc2cc(Cl)ccc2N2CCOCC2)C1 (configuration not stated) | -0.3 | -13 | -0.7 | 1 | -9 | -1.5 | -4 | 3 | -5
CC(C)[N+]1(C)[C@@H]2CC[C@H]1CC(OC(=O)C(CO)c1ccccc1)C2 (some centres not stated) | 1.2 | 25 | 1.4 | 6 | 6 | 1.1 | -16 | -14 | -4
CCCCOC(=O)CNc1nnc(SCC(=O)OCC)[nH]c1=O | -0.5 | -6 | -0.8 | -7 | 26 | -1.4 | 3 | -10 | 54
O=C(Nc1ccc(S(=O)(=O)N2CCCCCC2)cc1)c1ccc(Br)o1 | -0.1 | -24 | 1.3 | -6 | 4 | -0.1 | -1 | -11 | 11
O=C(Cc1ccc(Cl)cc1Cl)OCC(=O)c1ccc[nH]1 | 0.0 | -28 | 1.7 | -7 | -6 | -1.3 | 3 | 1 | -1
COc1ccccc1-c1c(-c2ccc(O)cc2O)n[nH]c1C(F)(F)F | 2.9 | -21 | -0.8 | x | 39 | 0.3 | 33 | -18 | 33
O=C(Nc1nc(-c2ccccc2)cs1)Nc1ccc(F)cc1F | 1.0 | -14 | 3.5 | -8 | -5 | -0.1 | -14 | -4 | 89*

Source: PubChem BioAssay (several laboratories)
